GAA glycogen – alters human alpha-glucosidase cleavage of glycogen; P10253; recombinant GAA, glycogen substrate, Amplex Red glucose oxidase fluorescence; 300,000 tested, 0.38% active; Potency, µM (doses to about 76.4 µM), without a hit: at the top dose activity change, negative = inhibition, most hits filed as inhibitors;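 further: 0% = full enzyme reaction and -100% = no-enzyme basal signal; the screen sought inhibitors and activators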
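Natural-substrate format: glycogen cleavage by 4 nM human enzyme, glucose read by Amplex Red coupling (Ex 573, Em 610 nm). Normalized to enzyme and no-enzyme controls.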
RECQ1 inh – RECQ1 (human) helicase inhibition; P46063; RECQ1 DNA unwinding, red fluorescence kinetic read; Potency, µM (titrated, usually from 57.3 µM), inactives show at the highest dose activity, negative = inhibition, most hits filed as inhibitors; 240,000 tested, 0.54% active; AID 2549;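 further: plate controls were vehicle for no effect and no enzyme for full effect; nearly all actives have a fitted effect of over 30% in size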
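50 nM RECQ1T1 preincubated 15 min with compound in Tris pH 8.0 buffer with MgCl2, DTT, Tween-20 and 2.5 ug/ml poly(dI-dC); started with 200 nM TAMRA/BHQ-2 forked duplex and 2 mM ATP. Unwinding read as fluorescence (525/598 nm), two reads 2 h apart.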
TRb-SRC2 inh – inhibitors of human thyroid hormone receptor beta-SRC2 interaction | P10828 | TRbeta-SRC2 peptide binding, fluorescence polarization; receptor liganded with 1 µM T3 | Potency, µM (top dose mostly 106 µM), without a hit: at the highest dose activity change, negative = inhibition, actives largely listed as inhibitors | 280,000 tested, 0.065% active;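 further: plate controls were bound peptide for no effect and peptide without receptor for full effect; nearly all actives have a fitted effect of over 50% in size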
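Each compound concentration gave % activity, normalized to unbound and bound Texas Red SRC2 controls, from polarization read after 5 hr ambient incubation with T3-loaded human TRb LBD.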
GoLoco inh red – blocks human Gai1 binding to RGS12 GoLoco peptide, red readout; Gai1:RGS12 GoLoco peptide FP, rhodamine, 10 min; Potency, µM (highest dose often 61.6 µM), without a hit: at the top dose activity, negative = inhibition, usual class: inhibitors; 230,000 tested, 0.44% active; AID 880; active means well fitted inhibition curve with a large enough effect, not every such curve was filed as active; inactive means no such curve, though single readings can be large or run the other way; further: nearly all actives have a fitted effect of over 30% in size; many of its hits are not listed in these tables
GAA inhib – blocks human lysosomal alpha-glucosidase; 200,000 tested, 0.005% active; purified human GAA, 4-MU-alpha-glucoside fluorescence; Potency, µM (highest dose often 76.9 µM), without a hit: top-dose activity change, negative = inhibition, actives largely listed as inhibitors;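 further: plate controls were uninhibited enzyme wells for no effect and no-enzyme background for full effect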
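Human alpha-glucosidase, 4 nM, pre-mixed with test compounds before 400 uM 4-methylumbelliferyl substrate; 20 min room temperature at pH 5.0. Fluorescence read after pH 10 stop; AC50 values from Hill-equation fits.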
GAA spleen mod – inhibitors or activators of human alpha-glucosidase in spleen homogenate | P10253 | human spleen homogenate, 4-MU-alpha-glucoside fluorescence | Potency, µM (series often up to 79.9 µM), inactives show at the highest dose activity change, negative = inhibition, most hits filed as inhibitors | 240,000 tested, 0.006% active | AID 2112;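 further: 0% = enzyme with vehicle and -100% = no enzyme basal signal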
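AC50 values come from Hill-equation fits of concentration-response data, normalized to no-enzyme and full-activity controls. Enzyme source: 1 ug human spleen homogenate; 1 mM fluorogenic 4-MU glucoside, pH 5.0 citrate buffer, 37 C, 40 min.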
L3MBTL1 block – inhibitors of human L3MBTL1; Q9Y468; AlphaScreen L3MBTL1–H3K9me1 peptide binding; Potency, µM (doses to about 57.1 µM), for inactives: at the top dose activity, negative = inhibition, actives largely listed as inhibitors; 230,000 tested, 0.66% active; AID 485360; further: nearly all actives have a fitted effect of over 60% in size
Target sequence (Q9Y468 whole entry, looked up): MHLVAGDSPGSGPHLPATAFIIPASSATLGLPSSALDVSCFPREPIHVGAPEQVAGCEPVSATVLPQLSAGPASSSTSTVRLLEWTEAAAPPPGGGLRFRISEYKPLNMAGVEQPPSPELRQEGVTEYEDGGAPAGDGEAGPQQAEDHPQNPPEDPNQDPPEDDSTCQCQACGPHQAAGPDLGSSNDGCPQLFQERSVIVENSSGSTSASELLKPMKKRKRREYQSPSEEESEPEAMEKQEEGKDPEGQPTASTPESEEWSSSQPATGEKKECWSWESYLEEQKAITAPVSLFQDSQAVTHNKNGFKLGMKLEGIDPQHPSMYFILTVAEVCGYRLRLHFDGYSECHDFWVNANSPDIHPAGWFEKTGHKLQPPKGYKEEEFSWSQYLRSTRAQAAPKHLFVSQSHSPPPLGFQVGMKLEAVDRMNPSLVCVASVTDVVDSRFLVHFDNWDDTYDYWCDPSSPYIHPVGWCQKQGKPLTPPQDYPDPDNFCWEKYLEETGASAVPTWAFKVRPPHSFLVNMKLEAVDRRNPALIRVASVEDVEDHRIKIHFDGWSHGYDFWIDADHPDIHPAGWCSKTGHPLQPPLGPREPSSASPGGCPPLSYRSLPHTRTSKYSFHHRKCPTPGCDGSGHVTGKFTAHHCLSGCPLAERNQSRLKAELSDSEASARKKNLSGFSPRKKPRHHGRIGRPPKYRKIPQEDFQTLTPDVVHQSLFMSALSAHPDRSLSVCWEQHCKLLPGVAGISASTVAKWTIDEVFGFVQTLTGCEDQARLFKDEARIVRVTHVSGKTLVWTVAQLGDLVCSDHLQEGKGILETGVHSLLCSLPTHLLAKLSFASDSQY
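Displacement of a biotinylated histone H3(1-15) peptide monomethylated at Lys9 (75 nM) from L3MBTL1 (50 nM) was measured by AlphaScreen after a 30 min room-temperature compound incubation; cefsulodin titration served as intraplate control.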
TR SRC2 fluor cs – counter-screen for TRb-SRC2 inhibitors: fluorescence interference | TRb/SRC2 Texas Red total fluorescence interference | Potency, µM (highest dose often 106 µM), inactives show top-dose fluorescence change, negative = quenching | 280,000 tested, 0.29% active; active means well fitted curve in either direction with a large enough effect; inconclusive means small, poorly fitted or top-dose-only effect
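Human TRb ligand-binding domain at 0.6 uM with 20 nM Texas Red SRC2 peptide in Tris buffer containing 1 uM T3 and 5% DMSO, incubated with compound 5 h at ambient temperature. Total fluorescence (555/632 nm) calculated as parallel + 2 × perpendicular.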
Numbers without * were called inactive; i = inactive; ? = inconclusive; . = not tested or not shown; [ ] = remark or other dose. Unless noted, the call rests on the fitted dose curve; in most records, active means well fitted curve in the direction sought with a large enough effect; inconclusive means small, poorly fitted or top-dose-only effect, or another doubt; inactive means no such curve, though single readings can be large; an effect the other way counts as inactive or inconclusive. Unless noted, on the % scale 0 is the no-effect control and ±100 the full control effect; potency means the concentration at half of the fitted maximal effect. A portion of the library; the hit share may differ from the screen's.

Assay codes: A = GAA glycogen; B = RECQ1 inh; C = TRb-SRC2 inh; D = GoLoco inh red; E = GAA inhib; F = GAA spleen mod; G = L3MBTL1 block; H = TR SRC2 fluor cs
1) Cn1c(=O)n(C)c2cc([N+](=O)[O-])c(N3CCN(C(=O)c4ccccc4Br)CC3)cc21
  A = -1%	B = i	C = -1%	D = 4%	E = ?	F = -6%	G = -12%	H = -2%
2) CNC(=O)CSc1nnc(-c2ccc(S(=O)(=O)N3CCCC3)cc2)n1-c1cccc(C)c1C
  A = -6%	B = -17%	C = 5%	D = 5%	E = ?	F = -10%	G = -2%[11.4 µM]	H = 2%
3) O=C(O)C1C2CCC(C2)C1C(=O)NCCCn1ccnc1 (stereo unspecified)
  A = -3%	B = i	C = -17%	D = -1%	E = -7%	F = -7%	G = 2%	H = 1%
4) CC(C)OC(=O)c1cccc(C(=O)Nc2cccc(NC(=O)c3cccc(C(=O)OC(C)C)n3)n2)n1
  A = 6%	B = 0%	C = -1%	D = -2%	E = -5%	F = 1%	G = .	H = -1%
5) CSc1nc2ccccc2nc1N(C)S(=O)(=O)c1ccc(C)cc1
  A = -9%	B = -1%	C = 7%	D = 6%	E = .	F = 2%	G = 16%	H = 0%
6) O=C(Nc1cccnc1)c1cc(-c2ccc3c(c2)OCO3)on1
  A = 0%	B = -2%	C = -16%	D = 5%	E = -6%	F = 7%	G = 3%	H = -1%
7) COc1ccc(Br)cc1CNC(=O)Cc1c(C(=O)O)[nH]c2ccc(Cl)cc12
  A = 7%	B = -5%	C = 6%	D = 10%	E = -12%	F = 5%	G = 0%	H = -4%
8) C/C(=N\NC(=O)c1cccc(N/N=C(\C)c2ccncc2)c1)c1ccncc1
  A = ?	B = -22%	C = 2%	D = 6%	E = -4%	F = 5%	G = -25%	H = -1%
9) COc1cc(OC)c2c(-c3cccc(-c4ccc(C#N)cc4)c3)cc(=O)oc2c1
  A = .	B = -10%[81.1 µM]	C = 4%	D = -6%[88.7 µM]	E = .	F = -8%[119 µM]	G = -5%	H = 2%
10) Cc1c(NC(=S)NC(C)(C)C)c(=O)n(-c2ccccc2)n1C
  A = -16%	B = 0%	C = 0%	D = 12%	E = 3%	F = 10%	G = -5%	H = 0%
11) CN(C[C@H](Cc1ccccc1)N(C[C@H](Cc1ccccc1)N(CC1(c2ccccc2)CC1)N=O)N=O)N=O
  A = -11%	B = -14%	C = -8%	D = 2%	E = .	F = 7%	G = -13%	H = -2%
12) CC(NC(=O)c1cc2cc([N+](=O)[O-])ccc2oc1=O)C1CCCO1 (stereo unspecified)
  A = -10%	B = i	C = -9%	D = 6%	E = 3%	F = -3%	G = -7%	H = -7%
13) CC(C)CN1CCN(Cc2cnc(-c3ccc(Cl)cc3)nc2)CC1CCO (stereo unspecified)
  A = -9%	B = -2%	C = 0%	D = 10%	E = 15%	F = -9%	G = -1%	H = 0%
14) CC1Oc2ccccc2N(CC(=O)c2cccc(Cl)c2)C1=O (stereo unspecified)
  A = -3%	B = -26%	C = 5%	D = 4%	E = -9%	F = -1%	G = 10%	H = -6%
15) Cc1nn(Cc2ccc(Cl)cc2)c(C)c1NC(=O)CCCn1nc([N+](=O)[O-])c(Cl)c1C
  A = 10%	B = -7%	C = -8%	D = 5%	E = -8%	F = -6%	G = 4%	H = 0%
16) COC(=O)c1ccccc1NC(=O)NCc1ccc2c(c1)OCO2
  A = 5%	B = 8%	C = 3%	D = 3%	E = -4%	F = 3%	G = .	H = 0%
17) COCc1cc(CN2CCCC(C(=O)c3cccc(C(F)(F)F)c3)C2)ccc1OC (stereo unspecified)
  A = -7%	B = -8%	C = 2%	D = 3%	E = -8%	F = -20%	G = 1%	H = -4%
18) COC(=O)COc1ccc(NC(=O)C2CCCO2)cc1 (stereo unspecified)
  A = -8%	B = 8%	C = -5%	D = -18%	E = -2%	F = 6%	G = .	H = -2%
19) O=C(CSCc1ccc(Cl)cc1)N1CCCCC1
  A = ?	B = 5%	C = -8%	D = 13%	E = -13%	F = 9%	G = .	H = -5%
20) CCc1ccc(C(=O)c2cnc3ccc(OC)cc3c2N2CCN(CC)CC2)cc1
  A = 4%	B = 16%	C = 4%	D = 0%	E = -4%	F = .	G = -17%	H = -1%

Part of the list above, limited to GAA glycogen, RECQ1 inh and GAA inhib:
nr | molecule | GAA glycogen | RECQ1 inh | GAA inhib
15 | Cc1nn(Cc2ccc(Cl)cc2)c(C)c1NC(=O)CCCn1nc([N+](=O)[O-])c(Cl)c1C | 10% | -7% | -8%
19 | O=C(CSCc1ccc(Cl)cc1)N1CCCCC1 | ? | 5% | -13%
20 | CCc1ccc(C(=O)c2cnc3ccc(OC)cc3c2N2CCN(CC)CC2)cc1 | 4% | 16% | -4%
13 | CC(C)CN1CCN(Cc2cnc(-c3ccc(Cl)cc3)nc2)CC1CCO (stereo unspecified) | -9% | -2% | 15%

Next results:
Assay codes: A = GAA glycogen; B = RECQ1 inh; C = TRb-SRC2 inh; D = GoLoco inh red; E = GAA inhib; F = GAA spleen mod; G = L3MBTL1 block; H = TR SRC2 fluor cs
21) CCN1C(=O)c2cccc3c(S(=O)(=O)Nc4nc(C)cs4)ccc1c23
  A = 5%	B = i	C = -7%	D = 7%	E = 2%	F = 7%	G = -5%	H = 0%
22) Cc1ccc2[nH]c(C(=O)O)c(-c3ccccc3)c2c1
  A = 2%	B = 8%	C = -1%	D = 8%	E = -4%	F = 3%	G = .	H = -3%
23) Cc1ccnc(NC(=O)c2cccc(NC(=O)Cc3ccccc3)c2)c1
  A = 17%	B = -11%	C = -3%	D = 1%	E = -6%	F = 10%	G = 10%	H = -2%
24) Oc1cc2ccccc2nc1-c1ccccc1Cl
  A = -6%	B = -13%	C = -5%	D = -7%	E = 8%	F = -7%	G = -1%	H = -1%
25) CCNCc1nc2cc(OC)c(OC)cc2c(=O)[nH]1
  A = ?	B = i	C = -2%	D = -2%	E = -18%	F = 1%	G = .	H = -6%
26) COC(=O)c1ccc(N=C2S/C(=C\c3cc(C)n(-c4cccnc4)c3C)C(=O)N2C)cc1
  A = -1%	B = -1%	C = 1%	D = 1%	E = -4%	F = -1%	G = 1%	H = 1%
27) CCOC(=O)c1cc2c(ccn2C)n1Cc1ccccc1Cl
  A = -11%	B = -6%	C = 1%	D = 2%	E = 9%	F = -4%	G = ?	H = -1%
28) COCCNC(=O)c1cc2cc(Br)cc(OC)c2oc1=O
  A = 5%	B = i	C = 2%	D = 13%	E = 2%	F = -16%	G = -1%[11.4 µM]	H = 0%
29) Cc1nc(-c2cccc(S(=O)(=O)N3CC(C)OC(C)C3)c2)cs1 (stereo unspecified)
  A = -13%	B = -4%	C = 3%	D = 3%	E = ?	F = -18%	G = -4%	H = 1%
30) C=CCn1c(SCCN2CCCCC2)nc2c1c(=O)[nH]c(=O)n2C
  A = -14%	B = -7%	C = -8%	D = -1%	E = 1%	F = 0%	G = .	H = -1%
31) Cc1c(C(=O)Nc2cc(S(=O)(=O)N3CCOCC3)ccc2N2CCN(C)CC2)oc2ccccc12
  A = ?	B = i	C = -5%	D = 18%	E = .	F = 3%	G = 26%	H = -3%
32) CCc1[nH]c(=S)c(C#N)c2c1CCCC2
  A = 4%	B = 5%	C = -2%	D = -18%	E = -7%	F = -2%	G = -12%	H = 2%
33) O=C(Nc1ccc(N2CCN(C(=O)c3ccco3)CC2)cc1)c1ccccc1F
  A = -9%	B = i	C = 1%	D = -15%	E = -1%	F = 1%	G = -4%	H = -7%
34) CC(C)c1ccc2oc3nc(N)c(C(=O)O)cc3c(=O)c2c1
  A = 0%	B = -2%	C = -2%	D = 24%	E = ?	F = -2%	G = .	H = 1%
35) COc1ccc(Cn2cnc3sccc3c2=O)cc1
  A = 2%	B = i	C = 2%	D = 9%	E = 12%	F = 0%	G = 4%	H = -5%
36) CCN(CC)CCN1C(=O)C(=O)/C(=C(/O)c2ccc(OC)c(OC)c2)C1c1ccccn1 (stereo unspecified)
  A = 2%	B = 4%	C = 11%	D = -2%	E = -5%	F = -16%	G = ?	H = 2%
37) O=S(=O)(c1ccccc1)N1CCN(c2ncccn2)CC1
  A = -4%	B = -2%	C = 2%	D = -2%	E = -2%	F = -6%	G = .	H = 1%
38) CC(Oc1ccc(Cl)cc1Cl)C(=O)Nc1cccc(O)c1 (stereo unspecified)
  A = -12%	B = i	C = -6%	D = 3%	E = 5%	F = -7%	G = 2%	H = -2%
39) O=C(NCCc1ccccc1)Nc1cccc(Cl)c1
  A = -6%	B = -5%	C = -1%	D = 42%[activator]	E = 2%	F = -19%	G = 10%	H = -3%
40) O=C(c1ccco1)N1CCN(C(=O)c2[nH]ncc2[N+](=O)[O-])CC1
  A = -1%	B = 0%	C = -6%	D = -2%	E = 8%	F = -6%	G = 1%	H = 0%
41) Nc1ccc2nn(-c3ccccc3)nc2c1
  A = 2%	B = -4%	C = -3%	D = 24%	E = 13%	F = 7%	G = -1%	H = -1%
42) O=c1[nH]c2ccccc2c(=O)n1CCCO
  A = -3%	B = 0%	C = -1%	D = -34%	E = -10%	F = -4%	G = .	H = 0%
43) O=C(CSc1nnnn1-c1ccccc1)c1cc2ccccc2oc1=O
  A = 5%	B = 0%	C = 4%	D = 6%	E = ?	F = 5%	G = -10%	H = 2%
44) Cc1cc(C)nc(SCc2cnc(C)nc2N)n1
  A = -11%	B = i	C = -8%	D = 4%	E = -2%	F = -12%	G = 6%	H = -1%
45) COC(=O)NCC(c1ccco1)N1CCN(c2ccccc2)CC1 (stereo unspecified)
  A = 5%	B = -16%	C = -5%	D = -4%	E = -5%	F = .	G = -10%	H = -2%
46) COC(=O)Nc1ccc(S(=O)(=O)N2CCCC(C(=O)Nc3cccc4c3OCCO4)C2)cc1 (stereo unspecified)
  A = 2%	B = -16%	C = -5%	D = -1%	E = -7%	F = -5%	G = 2%	H = -5%
47) COCCCNC(=O)c1cc2cc([N+](=O)[O-])cc(OC)c2oc1=O
  A = -1%	B = -17%	C = -8%	D = 9%	E = -8%	F = .	G = 0%	H = -1%
48) CC(C)(C)OC(=O)NCCCCC1=CC2=CC(=O)C(C)(OC(=O)C3CCCC3)C(=O)C2=CO1 (stereo unspecified)
  A = .	B = 0%	C = -5%	D = -1%	E = .	F = 5%	G = .	H = -1%

Screening results as filed in PubChem BioAssay.
